Screening data as filed in PubChem.
V1R ag counter = agonists of human V1a receptor, primary screen, counter-screen for OXTR agonist project, fluorescence, CHO-V1R cells. Vasopressin V1a receptor (Homo sapiens), P37288. Fluo-8 calcium fluorescence, agonist mode; 0% DMSO, 100% 3 nM vasopressin. activation, % at 3 µM. 0.25% of 320,000 active;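 active = activation above the mean activation of all tested compounds plus 3 SD, per screening run, cut at about 20% in these data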;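 note: signal is peak over basal fluorescence ratio across a 100 second FLIPR read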
TAAR1 antag = human TAAR1 antagonists, primary screen, Fluo-8 calcium fluorescence, CHO RD-HGA16 cells; antagonist; inhibition, % at 3 µM; 1.5% of 360,000 active;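 active = inhibition above a per-plate cutoff, the mean inhibition of test compounds on that plate plus 3 SD, cut at about 49% in these data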;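 note: 0% = DMSO plus EC80 beta-PEA response and 100% = DMSO alone without agonist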
Target sequence (Q96RJ0 whole entry, looked up): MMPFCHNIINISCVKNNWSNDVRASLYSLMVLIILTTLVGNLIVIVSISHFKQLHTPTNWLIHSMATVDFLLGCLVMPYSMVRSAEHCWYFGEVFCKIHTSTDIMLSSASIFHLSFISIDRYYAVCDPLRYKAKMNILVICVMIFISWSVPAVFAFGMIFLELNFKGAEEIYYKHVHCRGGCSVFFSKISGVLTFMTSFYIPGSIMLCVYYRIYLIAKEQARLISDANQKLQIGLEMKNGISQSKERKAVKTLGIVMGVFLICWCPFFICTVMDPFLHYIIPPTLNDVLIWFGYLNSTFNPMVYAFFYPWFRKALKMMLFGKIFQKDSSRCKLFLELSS
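Test system: CHO RD-HGA16 cells bearing hTAAR1 | Reagent: β-PEA, EC80 | Compound dosing: 3 µM, single point | Schedule: Dye loading 75 min at 37 °C, then 30 min room temperature | Signal: Calcium fluorescence with Fluo-8 | Evaluation: Percent inhibition of PEA-evoked calcium signal, max/basal emission ratio | Control set: DMSO-only wells and EC80 β-PEA-stimulated wells | Repeats: Singlicate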
CHO-K1 Ca antag = counter-screen for M1 antagonists: effect in parental CHO-K1 cells; ATP-induced calcium, Fluo-8 fluorescence; inhibition, % at 3 µM; 0.6% of 360,000 active;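 active = inhibition above a per-plate cutoff, the plate's mean sample inhibition plus 3 SD, cut at about 24% in these data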;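 note: 0% = DMSO plus EC80 ATP and 100% = DMSO alone without ATP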
CHO parental Ca = ATP-evoked calcium signal inhibitors, parental CHO, primary screen, counter-screen for OX1R antagonist project, cell-based, fluorescence, Fluo-8 calcium dye; AID 463079, 2010; parental CHO-K1, ATP-induced calcium, Fluo-8 fluorescence; inhibition, % at 5.6 µM; 0.63% of 330,000 active;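 active = inhibition above that plate's mean sample inhibition plus 3 SD, cut at about 26% in these data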;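 note: 0% = ATP-challenged DMSO wells and 100% = DMSO wells without ATP; some compounds past the cut are filed as inactive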
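Test system: untransfected parental CHO cell line; also added: ATP stimulus; dosing: 5.6 µM, single dose; signal: calcium-sensitive Fluo-8 fluorescence; measure: percent inhibition of ATP-evoked calcium rise, normalized to controls; benchmarks: low control ATP plus DMSO, high control DMSO only; replication: one well per compound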
GPR7 antagonist = GPR7 receptor antagonists, primary screen, cell-based, fluorescence, single concentration. 1.1% of 290,000 active. Neuropeptides B/W receptor type 1 (Homo sapiens), P48145. GPR7-expressing cells, fluorescence antagonist assay. inhibition, % at 4.4 µM; in the data active = inhibition above about 16%, passing the limit was not always enough;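 note: cells stimulated with the agonist NPW; 0% = agonist with vehicle and 100% = vehicle without agonist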
Target sequence (P48145 whole entry, looked up): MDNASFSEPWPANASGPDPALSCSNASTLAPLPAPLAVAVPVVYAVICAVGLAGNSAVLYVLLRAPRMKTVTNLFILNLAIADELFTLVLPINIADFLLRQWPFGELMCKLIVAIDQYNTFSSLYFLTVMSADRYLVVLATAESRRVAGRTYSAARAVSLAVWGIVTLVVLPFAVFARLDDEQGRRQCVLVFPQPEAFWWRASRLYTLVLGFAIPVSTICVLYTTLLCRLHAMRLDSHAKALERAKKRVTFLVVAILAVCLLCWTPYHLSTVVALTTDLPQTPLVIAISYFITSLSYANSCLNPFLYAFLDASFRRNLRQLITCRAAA
OXTR potentiator = human OXTR potentiators, primary screen, fluorescence, CHO-OTR cells, Fluo-8 calcium; Fluo-8 calcium fluorescence, potentiator mode; 0% = oxytocin EC15, 100% = EC100; activation, % at 3 µM; 0.061% of 320,000 active; AID 2445, 2010;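 active = activation above that plate's cutoff, the mean activation of tested compounds plus 3 SD, cut at about 6.6% in these data, passing the limit was not always enough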;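 note: 100% uses oxytocin at 75 nM as the full agonist control; some results filed as inactive read as strong as hits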
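System: human OTR in CHO cells / Also added: sub-maximal oxytocin, roughly EC15 / Control set: EC15 oxytocin low, 75 nM oxytocin high / Schedule: 6 min compound pre-incubation at room temperature, 100 s kinetic read / Compound: single-point 3.0 µM / Replication: singlicate / Technique: Fluo-8 calcium dye fluorescence / Read-out basis: % activation of max/min ratio relative to oxytocin controls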
OXTR agonist = human OXTR agonists, primary screen, fluorescence, CHO-OTR cells, Fluo-8 calcium. Fluo-8 calcium fluorescence; normalized: DMSO 0%, oxytocin 100%. activation, % at 3 µM. 0.32% of 320,000 active;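 active = activation above the mean of all tested compounds plus 3 SD, cutoff set per screening run, cut at about 20% in these data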;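 note: peak over basal fluorescence ratio from a 100 s FLIPR kinetic read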
CHO-K1 Ca ag = counter-screen for M1 agonists: effect in parental CHO-K1 cells; Fluo-8 calcium fluorescence; scaled to maximal ATP response, vehicle zero; activation, % at 3 µM; 0.48% of 360,000 active; AID 602248, 2012; in the data active = activation above about 15%;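 note: untransfected CHO-K1 host cells lacking M1 receptor as counterscreen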
CHO-K1 Ca PAM = nonselective calcium activators in parental CHO-K1 cells, primary screen, counter-screen for M1 PAM project, cell-based, Fluo-8 calcium fluorescence, full deck, 1536-well | ATP EC20; 0% at ATP EC20, 100% at ATP max | activation, % at 3 µM | 0.02% of 360,000 active;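 active = activation above the run cutoff, the mean activation of all test compounds plus 3 SD, cut at about 40% in these data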;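 note: peak over basal fluorescence ratio in a 140 s read after ATP addition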
Numbers without * were called inactive; / = not tested or not shown. Random draw from the library; 3.5% or so of the library scored in one or more.

SMILES | V1R ag counter | TAAR1 antag | CHO-K1 Ca antag | CHO parental Ca | GPR7 antagonist | OXTR potentiator | OXTR agonist | CHO-K1 Ca ag | CHO-K1 Ca PAM
O=C1N/C(=N\c2ccccn2)SC1Cc1ccc(Cl)cc1 (stereo unspecified) | 4.5 | 9 | -15 | -17 | -7 | -7 | 1.3 | 0.8 | 18
COc1ccccc1CNC(=O)C(=O)NCC1OCCN1C(=O)c1cccs1 (stereo unspecified) | -0.7 | -2 | -10 | -15 | -9 | -4 | -1.3 | 0.3 | 23
CC1CCN(CC(C)CNC(=O)c2cc(-c3ccccn3)nc3ccccc23)CC1 (stereo unspecified) | -0.4 | 5 | -29 | -17 | 3 | 0 | 0.0 | -0.1 | 7
Cc1ccc(/C=C/C(=O)N2CCCC(C)C2)cc1 (stereo unspecified) | -1.5 | -23 | 4 | -7 | 3 | -9 | -3.2 | -0.3 | 6
O=C(CSc1nnc(CNC(=O)c2ccc(F)cc2)o1)NCc1ccc2c(c1)OCO2 | -0.4 | -15 | -4 | -19 | 12 | -4 | -0.8 | 0.4 | -6
Cc1ccc(C)c(NC(=S)NCCc2ccc(S(N)(=O)=O)cc2)c1 | -0.4 | 14 | -10 | 13 | 21 | -13 | 0.3 | 0.3 | 16
CC(C)=NNc1nc2sc3c(c2c(=O)[nH]1)CC(C)(C)OC3 | -0.2 | 39 | -1 | -13 | -3 | 0 | -1.4 | 0.6 | 10
O=c1cc2c(=O)oc3cc(O)c(O)oc3c2c(O)c1O | / | -5 | -14 | / | -9 | / | / | 0.3 | 3
O=C(CSc1ccccn1)N/N=C/c1cccc([N+](=O)[O-])c1 | 2.1 | 20 | -5 | -9 | 14 | -5 | -0.1 | 1.0 | 13
O=C(COC(=O)CN1C(=O)c2ccccc2C1=O)Nc1ncc(Cl)cc1Cl | 0.0 | 1 | -8 | -20 | -3 | -9 | -0.7 | 0.5 | 10
O=C(COc1ccc(NC(=O)c2ccccc2)cc1)c1ccccc1 | 2.3 | -3 | 7 | -9 | 3 | -12 | 1.3 | 2.9 | -6
Cc1ccn2c(=O)nc(SCC(=O)NCc3ccccc3)nc2c1 | -0.8 | -8 | 1 | -3 | / | -13 | -1.0 | 0.2 | -8
COc1ccc(N(CC(=O)NCCSC2CCCCC2)S(=O)(=O)c2ccccc2)c(OC)c1 | 1.1 | 34 | -6 | -30 | -6 | -15 | -0.5 | 0.7 | -21
COc1ccc(NC(=S)NCc2ccco2)cc1 | 0.2 | 14 | -17 | 12 | 3 | -9 | -0.3 | 0.4 | 18
COc1ccc(N(CC(=O)N2CCc3ccccc32)S(=O)(=O)c2c(C)nn(C)c2C)cc1 | -1.3 | -16 | -3 | -20 | -2 | -7 | -2.1 | -0.4 | 8
COc1ccc(/C=C/CN2CCN(Cc3ccc(C)cc3)C(CCO)C2)cc1 (stereo unspecified) | 1.3 | 1 | -16 | -2 | -8 | -12 | 3.4 | 0.9 | 14
COc1cnc(-c2ccccn2)nc1Sc1cccc(Cl)c1 | 0.0 | 2 | -3 | -19 | -16 | -4 | 1.5 | 0.3 | 18
COc1cc(OC)c(OC)cc1CN(C)CCc1ccccn1 | 0.5 | -12 | -4 | 2 | -4 | -6 | 0.2 | 0.8 | 14
CCOc1ccc(CCNC(=O)COC(=O)c2ccccc2O)cc1OCC | -0.6 | 3 | -16 | -18 | 3 | -7 | -1.1 | 0.2 | 22
CCc1cccc(NC(=O)Nc2ccc3c(c2)OCO3)c1 | 6.0 | 5 | -7 | 0 | -9 | -14 | 1.2 | 9.1 | 15
Cc1nc2ccccc2nc1N1CCCCC1 | / | -1 | 3 | / | 12 | / | / | -0.2 | -3
CSc1ccc(/C=N/n2c(C)nnc2C)cc1 | 0.0 | 6 | 19 | -4 | 0 | 0 | 1.3 | -0.5 | -17
O=C(CN1CCSCC1)N/N=C/c1ccccc1F | -0.2 | -4 | -8 | 0 | -10 | -7 | -0.7 | 0.3 | 26
N=C1C(c2ccccc2)=C(O)CN1c1ccc2c(c1)OCO2 | 1.2 | -13 | 0 | -10 | -9 | -3 | 1.8 | 6.5 | 9
CC(C)C[C@@H](CN1CCC[C@@H]1CN1C(=S)NC[C@@H]1Cc1ccc(O)cc1)N1C[C@H](Cc2ccc(O)cc2)N(CC2CCCCC2)C1=S | / | -35 | 3 | / | / | / | / | -0.3 | 6
COCCNC(=O)CCCn1c(=O)c2ccccc2n(CC(=O)NCCC2=CCCCC2)c1=O | / | -11 | -12 | / | -15 | / | / | 0.9 | 19
CC(/C=N/Nc1ccc2nncn2n1)=C\c1ccccc1 | 4.0 | -10 | -5 | 5 | -3 | -10 | 1.8 | 5.8 | 2
COc1ccc(CNC(=O)CS(=O)CC(=O)O)cc1OC (stereo unspecified) | 0.9 | 8 | 2 | -12 | 4 | 1 | 0.0 | -0.4 | -10
O=C(COC(=O)c1c2c(nc3ccccc13)/C(=C\c1cccs1)CCC2)Nc1ccccc1 | 0.3 | 20 | 5 | -18 | -2 | -4 | 1.2 | 2.1 | 18
O=C(N/N=C/c1c[nH]c2ccccc12)c1ccn[nH]1 | -0.8 | 7 | -9 | -6 | 11 | -7 | 0.2 | -0.1 | 6
COC(=O)c1ccccc1NC(=S)N(Cc1ccc2c(c1)OCO2)Cc1cc2cccc(C)c2[nH]c1=O | 0.7 | -7 | 20 | -10 | -9 | 3 | -0.6 | -0.1 | -12
O=C(OCC#CCSc1nnc(-c2cccc3ccccc23)o1)c1cccc2[nH]ccc12 | 0.7 | 51* | -5 | -11 | / | -2 | 0.6 | 0.7 | 3
Cn1ccnc1C(O)c1ccccc1 (stereo unspecified) | -0.4 | 12 | -7 | 2 | 3 | -2 | 0.2 | 0.4 | 22
COc1ccc(C2=NN(C(=O)c3ccncc3)C(c3ccccc3O)C2)cc1 (stereo unspecified) | 0.4 | 2 | -1 | -14 | 6 | -4 | 0.9 | 0.9 | 17
CC(=O)c1c(C)[nH]c(C(=O)OCC(=O)NCCC2=CCCCC2)c1C | 2.0 | -13 | -7 | -1 | / | -1 | 2.4 | 4.0 | 5
Cc1cc(C(=O)NCC2CCCCC2)ccc1[N+](=O)[O-] | 2.8 | -7 | -12 | -19 | -1 | 0 | 0.5 | 2.4 | 2
Cc1ccc(NC(=O)CN2C(=O)S/C(=C\c3ccc(-c4cccc(C(=O)O)c4C)o3)C2=O)cc1C | / | 0 | -4 | / | -2 | / | / | 1.2 | 7
FC(F)(F)c1ccc(CN2CCN(Cc3ccco3)CC2)cc1 | 0.3 | -1 | -5 | -14 | -17 | 3 | 0.6 | 0.5 | 4
O=S(=O)(NCCOc1cccc2cccnc12)c1ccc(F)cc1 | 1.2 | -18 | -10 | -18 | -9 | -8 | 3.6 | 4.8 | 7
COC(=O)c1ccc(NC(=O)Cn2nnc3ccccc32)cc1 | 5.8 | 7 | -8 | -13 | -1 | -8 | 5.2 | 2.5 | 14
CCNC(=O)/C(C#N)=C/c1c(N2CCN(Cc3ccc4c(c3)OCO4)CC2)nc2c(C)cccn2c1=O | 0.6 | 39 | -6 | -14 | -7 | -2 | -0.9 | 1.0 | 22
COc1cc2c(cc1OC)CN(C(=O)C1(c3ccccc3)CC1)CC2 | -0.7 | -16 | -8 | -7 | 7 | 6 | -0.2 | 0.8 | 26
CCOC(=O)CSc1nnc(-c2cccnc2)n1C | 0.4 | -6 | -15 | -3 | 3 | -8 | -0.5 | -0.1 | 6
NC(=O)Nc1ccc(C(=O)OCC(=O)NC2CCCCC2)cc1 | 0.3 | 24 | -13 | -5 | -2 | -16 | -1.9 | 0.4 | 16
CC1CN(CCCCOc2ccc3ccccc3c2)CC(C)O1 (stereo unspecified) | 5.4 | 5 | -6 | -31 | 1 | -5 | 3.6 | 3.1 | 5
O=S1(=O)CC/C(=N/Nc2ccc(C(F)(F)F)cn2)c2cc(F)ccc21 | -0.4 | 13 | 2 | 13 | 1 | 0 | 1.6 | 0.1 | 0
CCCS(=O)(=O)NC(=O)C1(C)CCCN(C(=O)c2ccc(OC)cc2)C1 (stereo unspecified) | / | -1 | -5 | / | / | / | / | 0.7 | 12
COc1ccccc1NC(C)=[N+](C)CCNS(=O)(=O)c1ccc(Cl)cc1 | 0.8 | -21 | -3 | -14 | -7 | -8 | -0.8 | 0.5 | 12
Cc1ccc2oc(-c3ccc(C)c(NC(=S)NC(=O)c4cccs4)c3)nc2c1 | 0.6 | -22 | -5 | -8 | -12 | 7 | 0.1 | 0.8 | 15
CC(C)C(=O)N1CCN(CCN2C(=O)c3cccc4cccc(c34)C2=O)CC1 | / | -1 | -10 | / | -13 | / | / | 1.1 | 14
CC(=O)c1ccc2c(c1)CCN2 | / | -5 | -4 | / | / | / | / | 0.8 | 3
CC(C)(C)c1ccc(C2/C(=C(\O)c3ccc4c(c3)OCCO4)C(=O)C(=O)N2CCCN2CCOCC2)cc1 (stereo unspecified) | 0.8 | -20 | -12 | -10 | 3 | -2 | -0.6 | 0.8 | 4
C=CCOC(=O)Nc1ccc(Cl)cc1NC(=O)OCC=C | -0.7 | -5 | 7 | -18 | -10 | -14 | -2.0 | -0.3 | 3
N#C/C(=C(/O)C(Cl)c1ccccc1)c1nc2ccccc2s1 (stereo unspecified) | 0.3 | 5 | -8 | 11 | 14 | -12 | -1.5 | 0.6 | 14
Nc1c(C(=O)NCc2ccccc2)sc2nc3c(cc12)C(=O)CCC3 | -0.4 | -1 | 1 | -11 | 7 | -10 | -1.1 | 0.5 | 9
COc1cc(CNCCc2ccccc2F)ccc1OCc1ccc(Cl)nc1 | 10 | 36 | -16 | -12 | -1 | -21 | 9.9 | 2.9 | 18
